# procasp3 activ = procaspase-3 (human) activation; activation, % at 8.5 µM; AID 463141; recombinant procaspase-3 D3A, Ac-DEVD-pNA absorbance 405 nm; hit rate 0.11% among 330,000;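 active = activation above the mean of all tested compounds plus 3 SD, cut at about 21% in these data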;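 also: 0% = DMSO alone and 100% = DMSO wells spiked with extra 5 µM PC-3 D3A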
# Target sequence (P42574 whole entry D9A/D28A/D175A): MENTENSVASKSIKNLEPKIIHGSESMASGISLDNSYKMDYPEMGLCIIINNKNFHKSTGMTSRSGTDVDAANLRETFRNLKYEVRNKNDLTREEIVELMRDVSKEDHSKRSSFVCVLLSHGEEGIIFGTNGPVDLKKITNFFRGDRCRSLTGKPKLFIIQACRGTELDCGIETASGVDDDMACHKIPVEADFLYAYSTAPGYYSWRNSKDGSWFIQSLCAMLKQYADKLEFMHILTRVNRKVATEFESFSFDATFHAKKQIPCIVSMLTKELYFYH
#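 Test system: Procaspase-3 D3A mutant, all three cleavage aspartates alanine | Dosing: Single dose, 8.5 µM nominal compound, 0.8% DMSO | Schedule: 1 h preincubation, 2 h reaction | Technique: 405 nm absorbance of p-nitroaniline, reads at 0 and 120 min | Repeats: One well per compound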
# AGP1-GFP MLPCN = yeast TOR pathway AGP1-GFP modulation; S. cerevisiae AGP1-GFP multiplex flow cytometry, 3 h; GFP as percent of DMSO wells; GFP response vs DMSO, % at 10 µM; hit rate 0.02% among 320,000; AID 2066;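 active = GFP response relative to DMSO above a set limit, near screen average plus 3 SD, cut at about 150% in these data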;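 also: median GFP channel fluorescence of the gated AGP1 strain per well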
# procasp7 counter = counter-screen: procaspase-7 (human) activation; hit rate 0.093% among 330,000; activation, % at 8.5 µM; recombinant procaspase-7, Ac-DEVD-pNA absorbance 405 nm; D23A/D198A/D206A triple mutant, cannot self-cleave; scale: DMSO 0, 5 µM enzyme 100; P55210;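 active = percent activation above the screen-wide mean plus 3 SD, cut at about 25% in these data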
# Target sequence (P55210 whole entry D23A/D198A/D206A): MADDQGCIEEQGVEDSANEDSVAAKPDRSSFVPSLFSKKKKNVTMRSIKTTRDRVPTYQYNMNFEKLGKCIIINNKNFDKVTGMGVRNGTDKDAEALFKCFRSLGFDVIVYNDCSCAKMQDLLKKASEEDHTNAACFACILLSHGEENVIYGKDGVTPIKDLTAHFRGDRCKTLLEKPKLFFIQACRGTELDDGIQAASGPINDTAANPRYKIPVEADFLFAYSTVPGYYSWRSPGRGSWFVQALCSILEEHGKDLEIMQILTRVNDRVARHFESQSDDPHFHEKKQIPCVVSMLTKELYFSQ
#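 System: Procaspase-7 triple mutant (PC-7 D3A); measure: % activation from two-timepoint absorbance difference, scaled to controls; times: 1 h compound preincubation, 2 h substrate cleavage, 25 °C; also added: Ac-DEVD-pNA substrate, 400 µM as added; measured by: Epi-absorbance of released pNA at 405 nm, two timepoints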
# AHR activator = activates the human aryl hydrocarbon receptor; AID 2796; hit rate 2.5% among 320,000; activation, % at 5 µM; AHR-responsive luciferase reporter cells, luminescence; in the data active = activation above about 47%;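 also: 0% = vehicle wells and 100% = reference agonist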
# MEP2 TOR yeast = alters MEP2-GFP fluorescence in TOR pathway yeast screen; S. cerevisiae MEP2-GFP strain, flow cytometry GFP, 3 h; 100% = DMSO control level; GFP response vs DMSO, % at 10 µM; hit rate 0.51% among 330,000;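 active = GFP response versus DMSO above a set limit, roughly screen mean plus 3 SD, cut at about 180% in these data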;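 also: median GFP fluorescence of the barcode-gated MEP2-GFP cells per well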
# LAP4-GFP MLPCN = yeast TOR pathway LAP4-GFP modulation. AID 2023. S. cerevisiae LAP4-GFP multiplex, flow cytometry GFP, 3 h; median GFP as percent of DMSO wells. hit rate 0.34% among 320,000. GFP response vs DMSO, % at 10 µM;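 active = GFP response vs DMSO above a set limit, about the screen mean plus 3 SD, cut at about 150% in these data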
# RPL19A TOR yeast = yeast TOR pathway RPL19A-GFP modulation; percent response vs DMSO, % at 10 µM; hit rate 0.3% among 330,000; S. cerevisiae RPL19A-GFP strain, flow cytometry, 3 h; hits give low values;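 active = percent response vs DMSO below 50%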;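 also: median channel GFP fluorescence of the barcoded RPL19A-GFP strain; ratio of sample median GFP to plate DMSO average so 100% = DMSO; lower means less RPL19A-GFP as with rapamycin TOR inhibition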
# CIT2 TOR yeast = modulators of TOR pathway CIT2-GFP in S. cerevisiae; S. cerevisiae CIT2-GFP strain, flow cytometry, 3 h; 100 means same as DMSO wells; GFP response vs DMSO, % at 10 µM; hit rate 0.065% among 320,000;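 active = GFP response relative to DMSO above a set limit, near the screen mean plus 3 SD, cut at about 150% in these data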;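 also: ratio of well median GFP fluorescence to mean of DMSO wells on the plate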
# * hit, by the source's call; · = not tested or not shown.
SMILES,procasp3 activ,AGP1-GFP MLPCN,procasp7 counter,AHR activator,MEP2 TOR yeast,LAP4-GFP MLPCN,RPL19A TOR yeast,CIT2 TOR yeast
Cc1ccc(C2=NC3(CCCCC3)N=C2SCC(=O)Nc2ccc3c(c2)OCCO3)cc1,3,102,-3,4,99,100,103,97
CC(C)C(=O)Nc1ccc(-c2nc3cccnc3o2)cc1,0,104,4,-7,107,103,104,103
O=C(COc1ccc(F)cc1)NN1C(=O)CSC1=S,-17,92,-17,2,99,84,95,94
Nc1ccc(C(=O)Nc2ccc(Nc3ccncc3)cc2)cc1,5,105,-1,1,104,96,103,105
O=C(O)/C=C/c1cn(-c2ccccc2)nc1-c1cc2ccccc2o1,13,102,6,22,101,108,96,87
Cc1onc(-c2c(Cl)cccc2Cl)c1C(=O)NNc1ccccc1,0,118,5,0,114,113,106,112
CN(c1ccccc1C(=O)N1CCCC1)S(C)(=O)=O,-6,95,1,0,95,94,96,90
CCc1ccc(NC(=O)Cn2nnc(C(=O)NCc3ccco3)c2N)cc1,9,103,11,1,104,100,107,100
CCN(CC)C(=O)Cn1cc(C(=O)C(=O)NCC2COc3ccccc3O2)c2ccccc21 (configuration not stated),7,99,6,0,97,100,108,102
COc1ccc(N2C(=O)CSC23CCC(C(C)(C)C)CC3)cc1 (configuration not stated),5,109,4,-1,106,104,108,101
Cc1cccc(NC(=O)C2CCN(C(=O)NC3CCCCC3)CC2)c1,-1,99,4,0,104,93,104,104
Oc1ccc2ccccc2c1N=Nc1ccccc1F,-6,94,8,50*,95,110,101,100
Cn1c(CO)cnc1SCC(=O)c1ccc(Br)cc1,2,89,0,-3,94,89,92,·
Cc1cc(C)nc(SCc2cccc(C(=O)O)c2)n1,10,106,8,-3,107,97,100,104
OC(CC1CC12c1ccccc1-c1ncccc12)(c1ccccc1)c1ccccc1 (configuration not stated),5,94,-1,0,105,81,111,92
COc1ccc(NC(=O)CNC(=O)c2nn(-c3ccc(OC)c(OC)c3)c(=O)c3ccccc23)c(OC)c1,3,82,1,0,85,84,88,84
COc1cccc2cc(C(=O)Nc3ccccc3C)/c(=N/NS(=O)(=O)c3ccccc3)oc12,7,95,-5,2,103,90,94,105
O=C(O)CSCC(=O)Nc1ccc(S(=O)(=O)N2CCCCC2)cc1,-7,100,-5,0,98,97,95,90
CCC(=O)c1cn(CC(=O)Nc2ccc(C)cc2C)c2ccccc12,4,103,7,5,112,100,108,105
Cc1ccccc1Nc1nc2ccccc2s1,-2,90,1,21,100,95,95,99
CCOC(=O)c1c(S(=O)(=O)NCC(=O)NCc2ccccc2Cl)c(C)n(C)c1C,-4,96,4,0,92,89,99,95
Cc1ccc(/C=N/n2c(COc3ccccc3)n[nH]c2=S)o1,-6,95,-11,5,91,99,96,89
Cc1onc(-c2ccccc2)c1C(=O)c1c[nH]c(C(=O)NCCCN2CCOCC2)c1,0,100,8,1,102,102,110,103
O=C(NCCCN1CCCC1)C1CCC(=O)N1C1CCCCC1 (configuration not stated),-1,99,-2,-8,110,105,98,99
O=C(Cn1cnc2c(nnn2-c2cccc(Cl)c2)c1=O)N1CCOCC1,4,93,8,0,101,109,100,91
CC(Sc1nc2ccccc2s1)C(=O)c1c(N)n(C)c(=O)n(C)c1=O (configuration not stated),-2,104,2,9,111,129,99,96
Cn1c(SCC(=O)N2CCCCCC2)nc2c(c1=O)SCC2,-2,99,0,1,95,92,96,100
CCOc1cc(N2CCOCC2)c(OCC)cc1NC(=O)COC(=O)c1cc(C)cc(C)c1,6,103,-15,-3,107,98,103,101
CCOc1ccc(NC(=O)COc2ccc(OC)cc2)cc1,6,98,0,3,103,108,103,102
O=C(Nc1ccnn1C1CCN(C(=O)c2ccccc2C(F)(F)F)CC1)C1CC1,3,106,4,4,106,103,100,107
CCOc1ccc(N2C(=O)C3C(c4ccccc4)=NN(c4ccccc4)C3C2=O)cc1 (configuration not stated),2,107,14,0,102,100,109,108
COc1ccccc1Cn1nnc2c(=O)[nH]c(C3CCN(C(=O)c4ccc(F)cc4)CC3)nc21,9,100,12,1,103,101,99,108
COc1cc(NC(=O)NCCN2CCN(c3ccccc3)CC2)cc(OC)c1OC,-5,94,16,1,101,96,100,92
COc1cc(-c2noc(C3CCCN(S(=O)(=O)c4cccc(Cl)c4)C3)n2)cc(OC)c1OC (configuration not stated),-1,104,3,-3,109,107,100,98
COc1ccc(NC(=O)c2cc(S(=O)(=O)Nc3ccc(OC)cc3)cs2)cc1,2,96,4,16,98,100,95,100
O=C(CSCc1c(Cl)cccc1Cl)Nc1ccc2c(c1)OCO2,-1,96,-1,47*,100,113,96,106
O=C(c1ccc(Cl)cc1)C1CCCN(Cc2cccn2-c2ccccn2)C1 (configuration not stated),-5,102,-3,14,97,104,100,103
CCOc1ccc(CC2c3cc(OCC)c(OCC)cc3CCN2C(=O)c2cc(OC)c(OC)c(OC)c2)cc1OCC (configuration not stated),2,98,7,0,96,98,97,99
CCN(CC)C(=O)Cn1cc(C(=O)C(=O)NCc2cccnc2)c2ccccc21,1,103,5,2,109,97,100,109
Cc1ccc(NC(=S)N(CCN2CCOCC2)Cc2cc3cc4c(cc3[nH]c2=O)OCO4)cc1,3,96,6,6,99,93,99,94
Cc1cccc(NC(=O)CCN2CCCC(C)C2)c1 (configuration not stated),-3,97,4,-1,107,88,100,100
O=C(Cc1ccc2c(c1)OCCO2)c1c(O)cc(O)cc1O,8,96,-4,3,101,93,97,95
Cc1[nH]c2ccc(C(=O)NCCN3CCOCC3)cc2c1C,6,90,-3,9,104,75,98,94
CCOc1ccccc1-c1n[nH]c(=S)o1,-13,96,-14,30,98,95,96,89
CCN(C[C@H]1N[C@@](CC)(C(=O)OC)[C@H]2C(=O)N(Cc3ccccc3)C(=O)[C@@H]12)C(=O)Nc1ccc(OC)cc1,-1,104,10,0,105,101,103,110
COc1ccc2c(c1OC)C(=O)N(c1ccc(F)cc1)C2,-6,98,-8,-3,105,95,101,97
CCCc1cc(=O)[nH]c(SCc2cccc(C)c2)n1,3,98,7,3,104,102,102,96
COc1ccc2c(c1OC)C[N+]1([O-])CCc3cc4c(cc3C1C2)OCO4 (configuration not stated),-1,111,-4,6,107,94,103,105
COc1ccc(C(=O)c2c3ccccc3[n+]([O-])n2CCCN)cc1,-3,77,-1,13,89,130,94,67
O=C(Nc1cc(-c2nc3ncccc3o2)ccc1Cl)c1ccco1,14,81,-1,43,82,71,90,·
O=C(CSc1ncnc2c1oc1ccccc12)c1cccs1,11,100,-3,28,99,99,97,92
COCCn1c(=N)c(S(=O)(=O)c2ccc(Br)cc2)cc2c(=O)n3ccccc3nc21,-22,104,-18,2,112,103,105,105
CCC(=O)Nc1nnc(S(=O)(=O)N(CC)c2cc(C)cc(C)c2)s1,·,111,·,·,111,101,116,102
CC1CN(C(=O)N[C@@H](Cc2ccccc2)C(=O)O)CC(C)O1 (some centres not stated),2,89,2,1,93,89,89,91
CN(C)c1ccc(NC(=O)COC(=O)c2cc(=O)c3ccccc3o2)cc1,1,100,1,2,101,91,99,99
c1ccc(CSc2nnc([C@@H]3CCCN3)o2)cc1,-2,101,-1,1,105,102,98,101
COc1ccc(-c2cc(-c3ccccc3)nc(Cl)n2)cc1OC,0,90,14,45,113,95,103,102
O=C(O)CC/C(=N/NC(=O)CNC(=O)Cc1ccccc1)c1ccccc1,1,104,7,15,97,95,99,105
CN(C)c1ccc(N2C(=NC(=O)CCc3ccccc3)SC3CS(=O)(=O)CC32)cc1 (configuration not stated),-2,101,-7,4,98,96,99,98
Cn1cc(S(=O)(=O)N2CCN(c3ccccc3)CC2)c(=O)n(C)c1=O,10,105,-2,0,101,105,106,115
# Later entries:
SMILES,procasp3 activ,AGP1-GFP MLPCN,procasp7 counter,AHR activator,MEP2 TOR yeast,LAP4-GFP MLPCN,RPL19A TOR yeast,CIT2 TOR yeast
COc1ccc(/C=C/C(=O)NCC(=O)N/N=C(\C)Cc2ccccc2)cc1,-3,111,9,1,93,105,93,102
CCC(C)(C)C1CCc2[nH]nc(C(=O)N/N=C(\C)c3ccco3)c2C1 (configuration not stated),1,104,1,-3,99,102,100,97
FC(c1nc2ccccc2[nH]1)C(F)(F)F (configuration not stated),5,104,0,1,95,105,101,94
Cc1cc(C(=O)NCCN2C(=O)S/C(=C\c3cccs3)C2=O)ccc1[N+](=O)[O-],-2,105,-12,12,110,111,99,102
CCCc1nc2ccccc2n1CCOC,5,94,14,1,104,93,94,90
Cc1ccc2c(c1)C(c1ccc(O)cc1)(c1ccc(O)cc1)C(=O)N2C,-9,97,3,0,103,88,84,·
NCCCCCc1nnc(SCC(=O)Nc2cccc(Cl)c2)o1,0,104,15,-2,102,101,103,86
O=C(O)c1ccc(NC(=O)c2ccc3c(c2)C(=O)N(CC2CCCO2)C3=O)cc1 (configuration not stated),-5,101,11,0,100,106,97,100
CCOC(=O)c1cc([N+](=O)[O-])sc1NC(=O)c1ccc(S(=O)(=O)N2CC3(C)CC2CC(C)(C)C3)cc1 (configuration not stated),-2,105,7,2,107,95,102,101
O=C(CN(C(=O)CCC(=O)Nc1nccs1)c1ccc(F)c(Cl)c1)NCC1CCCO1 (configuration not stated),2,96,0,5,104,96,101,94
CCOC(=O)N1CCN(C(=O)c2ccccc2NC(=O)COc2ccccc2)CC1,-8,99,-7,2,89,92,97,97
O=C(CNC(=O)c1cccs1)N/N=C/c1c[nH]c2ccccc12,-6,108,0,13,98,97,102,101
CN(C)CCCN(C(=O)COc1ccccc1)c1nc2c(F)cccc2s1,-5,100,0,2,102,108,91,88
CCN(CC)S(=O)(=O)c1ccc(C(=O)Nn2cnnc2)cc1,12,103,9,1,99,93,103,104
CC(C)CC(=O)N1CCN(Cc2ccc(Br)cc2)CC1,4,100,-11,-1,104,99,102,104
O=C(NCC(c1cccnc1)N1CCN(c2ccccc2)CC1)c1ccco1 (configuration not stated),-6,107,2,3,102,107,99,108
Cc1cccc(-c2nc(CS(=O)CC(=O)N3CCN(C)CC3)c(C)o2)c1 (configuration not stated),-5,110,1,4,105,105,107,101

# Screens: PubChem, several laboratories
